Bioassay records: PubChem BioAssay, several laboratories
HTRA1 inhibitor – inhibitors of human serine peptidase HTRA1 | inhibition, % at 5.96 µM | Q92743 | recombinant HTRA1, FP-rhodamine activity-based probe, fluorescence polarization | hit rate 0.5% among 340,000; in the data active means inhibition above about 36%;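 further: 0% = enzyme with DMSO and 100% = wells lacking enzyme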
Target sequence (Q92743 whole entry, looked up): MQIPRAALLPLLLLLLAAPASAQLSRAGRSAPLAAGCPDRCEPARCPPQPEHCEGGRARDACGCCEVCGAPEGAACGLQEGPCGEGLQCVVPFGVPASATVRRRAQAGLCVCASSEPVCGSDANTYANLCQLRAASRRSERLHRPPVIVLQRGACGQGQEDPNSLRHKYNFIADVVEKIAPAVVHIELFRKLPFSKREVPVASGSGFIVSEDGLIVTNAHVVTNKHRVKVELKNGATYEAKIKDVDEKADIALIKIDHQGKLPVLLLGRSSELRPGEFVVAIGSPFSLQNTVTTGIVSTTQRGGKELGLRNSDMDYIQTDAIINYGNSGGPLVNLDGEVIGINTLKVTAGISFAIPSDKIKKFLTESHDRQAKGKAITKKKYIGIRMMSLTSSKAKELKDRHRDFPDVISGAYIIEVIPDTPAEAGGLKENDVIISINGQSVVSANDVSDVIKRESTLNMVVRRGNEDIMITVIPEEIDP
UHRF1 MBD2 ctr – blocks human UHRF1 binding to methylated DNA; hit rate 0.75% among 370,000; Q96T88; UHRF1 binding to methylated oligo, TR-FRET; inhibition, % at 4.4 µM; in the data active means inhibition above about 21%;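 further: UHRF1 SRA domain binding a hemimethylated CpG hairpin DNA probe; 0% = median of test compound wells and 100% = reference inhibitor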
NR1D1 modulator – modulators of human Rev-erb alpha DNA binding; P20393; Rev-erbα–FITC-DNA binding, fluorescence polarization, 90 min; activity, % at 10 µM; hit rate 0.79% among 370,000;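 active means activity above about 14%, limit read from the data; passing the limit was not always enough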;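 further: 0% = DMSO wells with 35 nM protein and 100% = DMSO wells with 750 nM protein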
PRMT1 FP inh – inhibitors of human PRMT1. Q99873. recombinant PRMT1, activity-based probe fluorescence polarization. inhibition, % at 2.79 µM. hit rate 1.3% among 370,000. AID 652257;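 active means inhibition above about 21% made by adding two undisclosed values, limit read from the data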
Target sequence (Q99873 whole entry, looked up): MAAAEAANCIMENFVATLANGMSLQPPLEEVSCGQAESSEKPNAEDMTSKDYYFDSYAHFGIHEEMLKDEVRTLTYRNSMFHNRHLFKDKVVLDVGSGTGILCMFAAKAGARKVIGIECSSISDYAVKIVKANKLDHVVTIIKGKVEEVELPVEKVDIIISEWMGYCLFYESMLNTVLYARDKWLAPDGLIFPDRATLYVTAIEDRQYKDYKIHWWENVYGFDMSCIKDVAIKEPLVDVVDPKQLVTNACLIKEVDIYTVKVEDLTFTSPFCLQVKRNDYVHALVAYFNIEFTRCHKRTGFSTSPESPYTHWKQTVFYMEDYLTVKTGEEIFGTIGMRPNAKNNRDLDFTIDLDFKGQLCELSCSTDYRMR
MBD2 DNA inh – inhibitors of human MBD2 binding to methylated oligonucleotide; inhibition, % at 4.4 µM; hit rate 0.31% among 370,000; AID 686964; TR-FRET; Q9UBB5; in the data active means inhibition above about 13%
LEDGF integ inh – blocks HIV-1 LEDGF/p75-dependent DNA integration; TR-FRET IN-LEDGF/p75 DNA integration, Eu/Cy5; inhibition, % at 3.7 µM; hit rate 0.64% among 370,000;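 active means inhibition above the screen-wide mean plus 3 SD, cut at about 13% in these data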;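 further: signal is the Cy5 over europium emission ratio at 671 and 618 nm; 0% = plate median of compound wells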
TCR CD3 inh – human TCR-CD3 binding inhibition. TAMRA-labeled TCR probe fluorescence, biochemical. hit rate 0.37% among 360,000. inhibition, % at 9.4 µM. AID 651800; in the data active means inhibition above about 19%;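 further: recombinant mutant TCR 2C K166C tagged with TAMRA read by polarization; 0% = receptor in buffer alone and 100% = receptor with positive control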
mABHD4 FP – ABHD4 (mouse) inhibition, primary FP screen | inhibition, % at 8.92 µM | hit rate 0.54% among 370,000 | Q8VD66 | purified mABHD4, FP-Rh probe fluorescence polarization;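 active means inhibition exceeding the mean over every tested compound plus 3 SD, cut at about 30% in these data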;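 further: 0% = plate median of compound wells and 100% = S159A mutant with DMSO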
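Test system: mABHD4 protein | Buffer or medium: HEPES pH 7.0 buffer, 150 mM NaCl, 0.01% Pluronic F-127 | Probe or stimulus: FP-Rh fluorescent activity-based probe, added after compound pre-incubation | Timing: Pre-incubation 45 min, probe exposure 60 min, at 25 °C | Technique: Fluorescence polarization, excitation 525 nm, emission 598 nm, BODIPY TMR filters | Repeats: Single well per compound (singlicate)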
PG9 binder – PG9 antibody binding by small molecule; TR-FRET gp120-PG9 antibody binding; inhibition, % at 6.7 µM; hit rate 0.43% among 360,000; in the data active means inhibition above about 8.5%
rCAG RNA binder – binds r(CAG) RNA repeats; hit rate 1.3% among 370,000; r(CAG) RNA repeat, TO-PRO-1 dye displacement fluorescence; inhibition, % at 3 µM; AID 651821;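 active means inhibition above the plate cutoff, the mean of all test compounds on that plate plus 3 SD, cut at about 35% in these data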;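 further: 0% = DMSO alone and 100% = 100 µM mitoxantrone as full dye displacement; higher means more dye released from RNA so lower well fluorescence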
Numbers without * were called inactive; . = not tested or not shown.

SMILES	HTRA1 inhibitor	UHRF1 MBD2 ctr	NR1D1 modulator	PRMT1 FP inh	MBD2 DNA inh	LEDGF integ inh	TCR CD3 inh	mABHD4 FP	PG9 binder	rCAG RNA binder
COc1ccc(OC)c2[nH]c(=O)c(CCNS(=O)(=O)c3ccc(Cl)cc3)cc12	-6	-1	1	3	-3	3	-1	-2	0.3	6
CCc1nc(NC(=O)Cc2csc(C)n2)sc1C(=O)OC	4	0	-4	-1	2	2	5	4	-1.1	0
CC(C)(C)c1ccc(C2=NC(=O)C(CC(=O)O)S2)cc1 (configuration not stated)	-5	-1	2	1	-4	0	9	-1	-1.2	10
CCS(=O)(=O)N1CCN(c2cc3c(cc2[N+](=O)[O-])n(C)c(=O)n3C)CC1	10	-3	3	3	-5	0	-6	1	-2.6	6
O=C(Nc1nnc(-c2ccccc2)o1)c1nc2ccccc2s1	-12	-4	2	-4	-2	-1	-3	-6	0.7	18
CN(CCOC(=O)c1cc2ccccc2o1)C1CN(Cc2cn(Cc3ccc([N+](=O)[O-])cc3)nn2)S(=O)(=O)C1 (configuration not stated)	.	0	5	-5	-3	1	.	-3	.	2
CCN(CC)C(=O)CN1C(=O)C2(OCC(C)(C)CO2)c2ccccc21	10	0	-2	2	-1	0	0	-4	-1.0	-1
COc1cc2c(cc1NC(=O)CN1CCN(S(=O)(=O)c3ccc(F)cc3)CC1)oc1ccccc12	-4	5	14*	2	-1	-1	-2	0	0.3	10
CCOc1ccc(NCc2nc3ccccc3n2CCOc2ccccc2)cc1	-11	-5	2	-4	-4	7	-5	-5	-2.5	0
COC(=O)CN(Cc1ccccc1)S(=O)(=O)c1ccc(OC)c(OC)c1	-3	-3	5	-1	-2	3	2	-8	-2.5	-6
CCc1ccc(CNC(=O)CCCC(=O)n2nc(C)c3ccccc32)cc1	-4	1	4	2	-4	1	-3	-1	0.0	0
C=CCOn1c(=O)c(-c2ccc(Cl)cc2)[n+]([O-])c2ccccc21	7	2	-1	-4	-1	1	2	-4	-1.1	-2
COc1ccc(N2CCN(C(=O)c3sc4nc(-c5ccc(F)cc5)cn4c3C)CC2)cc1	-1	0	0	-9	-5	3	2	0	-0.1	1
COn1c(C)c(C)c2c3nonc3ccc21	-4	-6	4	8	-8	-6	-4	5	-0.3	4
CC(C)NC(=O)CCn1nc(-c2ccc(Cl)cc2)c2ccccc2c1=O	4	-3	.	-2	-3	-2	-4	-2	-2.4	-8
Cc1ccc(OCC(=O)NNC(=O)Cn2c(=O)cnc3ccccc32)cc1	-1	0	3	1	-3	-2	0	-1	-0.2	-1
Cc1cccc(C(=O)c2ccccc2C(=O)O)c1O	3	0	1	1	-5	1	10	6	-1.9	2
Cc1ccc(CCNc2ccc3ccccc3c2)cn1	1	2	-3	23*	-1	-5	-1	5	-2.0	0
COc1cc(NC(=O)CCN2C(=O)NC3(CCCC3)C2=O)c(OC)cc1Cl	1	1	-1	0	2	-4	0	4	-0.4	-1
CCCC(=O)C1C(=O)CC(CC(C)SCC)CC1=O (configuration not stated)	1	1	3	1	2	0	6	6	-1.8	1
COc1ccccc1C(=O)NCCOc1ccc(C(C)(C)C)cc1	-11	4	5	4	-2	-1	-8	10	0.5	-5
CC(C)(C)OC(=O)NN1CC(=O)N2Cc3ccccc3C[C@@H]2C1=O	9	3	-7	-5	1	-5	0	2	-0.7	-1
O=C(/C=C/c1ccco1)Nc1ccc(C(=O)N2CCOCC2)cc1	1	-3	-7	4	-10	-1	5	1	-1.9	5
Cc1ccc(Nc2nc(N)c([N+](=O)[O-])c(N3CCC(C)CC3)n2)cc1C	0	-3	-3	-1	-7	-7	1	-7	-1.4	0
O=C(COC(=O)c1cc([N+](=O)[O-])ccc1N1CCOCC1)NC1CCS(=O)(=O)C1 (configuration not stated)	0	-2	-3	-1	-1	3	-3	0	0.7	-1

Part of the list above, as comma-separated lines:
Compound,HTRA1 inhibitor,UHRF1 MBD2 ctr,NR1D1 modulator,PRMT1 FP inh,MBD2 DNA inh,LEDGF integ inh,TCR CD3 inh,mABHD4 FP,PG9 binder,rCAG RNA binder
COc1ccc(OC)c2[nH]c(=O)c(CCNS(=O)(=O)c3ccc(Cl)cc3)cc12,-6,-1,1,3,-3,3,-1,-2,0.3,6
CCc1nc(NC(=O)Cc2csc(C)n2)sc1C(=O)OC,4,0,-4,-1,2,2,5,4,-1.1,0
CC(C)(C)c1ccc(C2=NC(=O)C(CC(=O)O)S2)cc1 (configuration not stated),-5,-1,2,1,-4,0,9,-1,-1.2,10
CCS(=O)(=O)N1CCN(c2cc3c(cc2[N+](=O)[O-])n(C)c(=O)n3C)CC1,10,-3,3,3,-5,0,-6,1,-2.6,6
O=C(Nc1nnc(-c2ccccc2)o1)c1nc2ccccc2s1,-12,-4,2,-4,-2,-1,-3,-6,0.7,18
CN(CCOC(=O)c1cc2ccccc2o1)C1CN(Cc2cn(Cc3ccc([N+](=O)[O-])cc3)nn2)S(=O)(=O)C1 (configuration not stated),.,0,5,-5,-3,1,.,-3,.,2
CCN(CC)C(=O)CN1C(=O)C2(OCC(C)(C)CO2)c2ccccc21,10,0,-2,2,-1,0,0,-4,-1.0,-1
COc1cc2c(cc1NC(=O)CN1CCN(S(=O)(=O)c3ccc(F)cc3)CC1)oc1ccccc12,-4,5,14*,2,-1,-1,-2,0,0.3,10
CCOc1ccc(NCc2nc3ccccc3n2CCOc2ccccc2)cc1,-11,-5,2,-4,-4,7,-5,-5,-2.5,0
COC(=O)CN(Cc1ccccc1)S(=O)(=O)c1ccc(OC)c(OC)c1,-3,-3,5,-1,-2,3,2,-8,-2.5,-6
CCc1ccc(CNC(=O)CCCC(=O)n2nc(C)c3ccccc32)cc1,-4,1,4,2,-4,1,-3,-1,0.0,0
C=CCOn1c(=O)c(-c2ccc(Cl)cc2)[n+]([O-])c2ccccc21,7,2,-1,-4,-1,1,2,-4,-1.1,-2
COc1ccc(N2CCN(C(=O)c3sc4nc(-c5ccc(F)cc5)cn4c3C)CC2)cc1,-1,0,0,-9,-5,3,2,0,-0.1,1
COn1c(C)c(C)c2c3nonc3ccc21,-4,-6,4,8,-8,-6,-4,5,-0.3,4
CC(C)NC(=O)CCn1nc(-c2ccc(Cl)cc2)c2ccccc2c1=O,4,-3,.,-2,-3,-2,-4,-2,-2.4,-8

(list continues)
SMILES	HTRA1 inhibitor	UHRF1 MBD2 ctr	NR1D1 modulator	PRMT1 FP inh	MBD2 DNA inh	LEDGF integ inh	TCR CD3 inh	mABHD4 FP	PG9 binder	rCAG RNA binder
CC(C)N1CCc2c(sc(NC(=O)Cc3ccccc3)c2C#N)C1	-1	-1	6	-6	-1	3	-1	-7	2.1	1
CCc1ccc(-c2csc3ncn(CC)c(=O)c23)cc1	5	0	-5	0	-9	2	6	1	-0.8	-3
COc1ccc(C=O)cc1CN1C(=O)c2ccccc2C1=O	-16	1	1	-2	-2	3	4	-2	0.9	6
COc1ccc(OC)c(N=C(N)N=C(N)N)c1	1	-1	4	-3	-3	-4	4	3	1.9	0
Cc1cc(C)cc(-n2nnc3ccccc3c2=O)c1	-2	0	1	0	-1	-3	-2	0	-0.3	0
COc1cc(OC)c(NC(=O)CN(C)S(=O)(=O)c2ccc(-c3ccc(=O)[nH]n3)s2)cc1Cl	-16	-4	5	-1	-3	2	11	-11	-1.4	25
C#CCN(C)S(=O)(=O)c1ccc(N2CCCC2)cc1Br	.	-1	-2	2	0	-4	.	4	.	-2
Cc1ccccc1N(C(=O)c1ccccn1)C(C(=O)NCc1ccccc1)c1ccncc1 (configuration not stated)	-3	0	0	0	2	2	1	4	-1.9	0
CCCCn1cnc2c(SCc3ccc(Br)cc3)nc(N)nc21	-42	-1	1	0	-2	3	1	-9	-1.4	1
C/C(CC(=O)Nc1cccnc1)=N\NC(=O)C(=O)NC(C)C	4	1	4	2	0	1	-2	-2	-2.9	1
Cc1ccnc(NC(=O)C2CCN(S(=O)(=O)c3ccc4ccccc4c3)CC2)c1	-32	2	-2	5	-3	-1	-11	-1	1.2	1
CN(C)CCCNC(=O)C[C@H]1C[C@H](C(=O)N2CCCCC2)[C@@]2(C)c3[nH]c4cc(-c5ccco5)ccc4c3CCN2C1=O	14	1	0	2	4	-3	2	9	0.1	6
COCc1cc(C)nc(Nc2ccc(C)cc2C)c1C#N	2	10	29*	1	1	5	-3	-3	-1.2	-1
CCCn1c(SCC(=O)OCC)nc(C(F)(F)F)cc1=O	0	1	4	-1	-5	0	-4	-4	-4.2	-5
CCOc1ccc(C(=O)NCCN(C)C)cc1	8	0	3	-1	1	-1	6	1	-1.7	-1
Cc1c(C(=O)NC(C)C2CC3CCC2C3)cccc1[N+](=O)[O-] (configuration not stated)	0	-1	-8	-3	1	-1	-2	3	-1.0	0
O=C(CNc1n[nH]c(=O)[nH]c1=O)N/N=C/c1ccccc1	.	11	2	-1	6	-1	4	3	-1.7	2
Cc1ccc(Cn2c(S(=O)(=O)O)nc3ccccc32)cc1	-5	4	8	4	8	1	-11	-16	-0.3	8
O=C(COc1ccc(Br)cc1Cl)NCCCN1CCOCC1	4	1	-1	2	-5	3	10	5	1.2	-4
NC(=O)C1CCN(Cc2nc(-c3cccs3)no2)CC1	4	-3	-2	1	1	0	-2	4	0.9	2
COc1ccc(F)cc1S(=O)(=O)Nc1ccc(C)cc1	-7	4	3	2	3	0	-5	-11	0.7	2
O=C(NCCC1=CCCCC1)c1cc(COc2c(F)cccc2F)on1	-10	-2	-4	-3	3	0	8	-4	-0.8	-5

Not all compounds are listed; the hit share may differ from the screen's.
